# LMP1 NFkB inh: Epstein-Barr LMP1 NF-kappaB reporter inhibition; LMP1-induced NF-kappaB luciferase reporter cells, luminescence; inhibition, % at 12.5 µM; 350,000 tested, 0.69% active; in the data active = inhibition above about 41%;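 note: 0% = neutral control wells and 100% = reference inhibitor control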
# SRC1 inh: inhibitors of human steroid receptor coactivator 1 (SRC1) | HEK293 GAL4-SRC1 luciferase reporter, luminescence | 360,000 tested, 0.12% active | inhibition, % at 3.6 µM | AID 588354 | Q15788;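 active = inhibition above the campaign mean plus 3 SD, with each screening campaign given its own cutoff, cut at about 60% in these data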;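 note: 0% = DMSO treated cells and 100% = gossypol at 36 µM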
# SRC3 inh: inhibitors of human steroid receptor coactivator 3 (SRC3); inhibition, % at 3.6 µM; HEK293 GAL4-SRC3 luciferase reporter, luminescence; 360,000 tested, 0.17% active; Q9Y6Q9;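 active = inhibition above a per-campaign cutoff, the mean of all compounds plus 3 SD, cut at about 60% in these data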;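 note: 0% = DMSO-treated cells and 100% = gossypol-treated cells at 36 µM; higher means less SRC3-driven luciferase light from the GAL4 reporter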
# NR2F2 inh: inhibitors of human COUP-TFII (NR2F2); HEK293T NGFI-A luciferase reporter, luminescence; 370,000 tested, 0.7% active; inhibition, % at 8.6 µM; P24468;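 active = inhibition above a per-plate cutoff, mean inhibition of test wells between control levels plus 3 SD, cut at about 38% in these data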;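 note: cells cotransfected with COUP-TFII expression vector driving the NGFI-A reporter; 0% = median of COUP-TF2 test wells and 100% = reporter-only cells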
# Target sequence (P24468 whole entry, looked up): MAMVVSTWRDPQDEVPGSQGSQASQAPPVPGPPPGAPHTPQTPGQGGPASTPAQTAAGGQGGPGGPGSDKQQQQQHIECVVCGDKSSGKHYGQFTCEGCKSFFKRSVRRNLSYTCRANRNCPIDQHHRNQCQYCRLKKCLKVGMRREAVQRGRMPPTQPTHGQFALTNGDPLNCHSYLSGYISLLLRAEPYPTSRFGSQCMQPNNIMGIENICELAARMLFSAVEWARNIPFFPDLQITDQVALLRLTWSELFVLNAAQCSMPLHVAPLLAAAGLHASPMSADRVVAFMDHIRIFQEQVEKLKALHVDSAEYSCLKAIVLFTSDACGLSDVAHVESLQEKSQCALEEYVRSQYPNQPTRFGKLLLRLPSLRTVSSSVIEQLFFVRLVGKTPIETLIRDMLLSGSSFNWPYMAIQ
# Shn3 inh set2: Schnurri-3 reporter inhibition in Clone20 osteoblasts; Clone20 osteoblast Shn3 3'UTR firefly luciferase, 24 h; inhibition, % at 12.5 µM; 360,000 tested, 0.52% active; AID 588674;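 active = mean inhibition of at least 75% with every replicate also reaching 75%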;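 note: 0% = median of neutral control wells and 100% = pilot-screen positive control compound; some compounds past the cut are filed as inactive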
# TROY signal inh: TROY signaling inhibition; Q293 LMP1-TROYcd NF-kB luciferase reporter, 4 h; inhibition, % at 10 µM; 360,000 tested, 0.98% active; AID 1347056;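 active = compounds whose plate-normalised and pattern-corrected inhibition of the luciferase reporter signal at the single screening dose is 50% or more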
# TRAIL sens C8: caspase-8 TRAIL sensitization. inhibition (viability loss, TRAIL sensitization), % at 10 µM. NB7+C8 cells + TRAIL, ATPlite viability luminescence. 360,000 tested, 1% active. AID 624354;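 active = compounds causing at least 50% loss of cell viability in the single-dose screen, relative to plate controls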
# CF NFkB inh: cystic fibrosis NF-kB activation inhibition; inhibition, % at 5 µM; 360,000 tested, 0.86% active; AID 588850; KKLEB NF-kB-GFP reporter, PAF-induced, GFP fluorescence overnight;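 active = at least 50% inhibition at 5 µM, scaled per plate between neutral and stimulator controls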;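 note: PAF is a Pseudomonas aeruginosa culture filtrate used as stimulus; plate controls were PAF-stimulated DMSO wells for no effect and unstimulated DMSO wells for full effect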
# KKLEB cytotox: CF airway cell cytotoxicity counter-screen; 360,000 tested, 0.36% active; AID 602141; KKLEB CF airway cells viability, ATPlite luminescence, overnight; stronger effect = lower value; cells stimulated with P. aeruginosa culture filtrate; activity change (cytotoxicity), % at 5 µM;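 active = corrected activity change at or below -50% at 5 µM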
# TWEAK Fn14 block: blocks TWEAK-Fn14 interaction in a reporter cell assay | TWEAK-stimulated Fn14 reporter cells, luciferase luminescence, 8 h | inhibition, % at 10 µM | AID 1159606 | 360,000 tested, 2% active; in the data active = inhibition above about 50%
# LRH-1 inv ag: inverse agonists of human LRH-1 (NR5A2). HEK293T StAR-luciferase reporter, LRH-1 transfected, 24 h. inhibition, % at 3.6 µM. 360,000 tested, 0.13% active;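 active = inhibition above the mean inhibition of all tested compounds plus 3 SD, cut at about 73% in these data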;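 note: 0% = DMSO wells and 100% = reporter-only cells lacking LRH-1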
# Target sequence (O00482 whole entry, looked up): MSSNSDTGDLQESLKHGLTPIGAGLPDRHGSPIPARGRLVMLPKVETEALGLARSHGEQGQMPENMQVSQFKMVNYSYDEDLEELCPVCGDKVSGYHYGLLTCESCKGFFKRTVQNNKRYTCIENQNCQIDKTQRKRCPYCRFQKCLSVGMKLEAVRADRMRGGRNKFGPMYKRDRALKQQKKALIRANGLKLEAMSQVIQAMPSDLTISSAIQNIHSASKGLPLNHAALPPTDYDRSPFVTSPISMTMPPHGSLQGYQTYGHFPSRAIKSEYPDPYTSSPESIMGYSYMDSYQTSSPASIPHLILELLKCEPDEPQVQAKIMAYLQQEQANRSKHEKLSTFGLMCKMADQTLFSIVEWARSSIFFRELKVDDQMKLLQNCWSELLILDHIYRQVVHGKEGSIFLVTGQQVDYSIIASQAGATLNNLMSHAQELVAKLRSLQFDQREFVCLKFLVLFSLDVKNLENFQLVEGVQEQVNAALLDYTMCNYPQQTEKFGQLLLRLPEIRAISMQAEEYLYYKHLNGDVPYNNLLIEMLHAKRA
# * = called active by the depositor; / = not tested or not shown.
# Letters: A = LMP1 NFkB inh; B = SRC1 inh; C = SRC3 inh; D = NR2F2 inh; E = Shn3 inh set2; F = TROY signal inh; G = TRAIL sens C8; H = CF NFkB inh; I = KKLEB cytotox; J = TWEAK Fn14 block; K = LRH-1 inv ag
Cc1cc(N2CCN(c3ccccc3)CC2)nc(N)n1
  A = -2	B = 4	C = 17	D = -1	E = -7	F = -8	G = -2	H = 3	I = -12	J = -4	K = 14

Cc1ccc(Cl)cc1N1C(=O)CC(Sc2ncccn2)C1=O (stereo not given)
  A = -5	B = 12	C = -17	D = -8	E = -25	F = -4	G = -7	H = 13	I = -3	J = -4	K = 0

CC(=O)Nc1cc(-c2ccc(C(=O)N3CCOCC3)cc2)cn2c(-c3ccc(C(C)=O)cc3)cnc12
  A = /	B = -9	C = -21	D = 6	E = 13	F = 11	G = 18	H = -2	I = 15	J = 8	K = 20

Cc1ccccc1Nc1nc(N)nc(CSc2ccc(F)cc2)n1
  A = -26	B = -112	C = -80	D = -40	E = -57	F = 1	G = 7	H = 10	I = -6	J = 2	K = -181

COc1ccc2c(c1)OC[C@H]1[C@H]2N2C(=O)CN(Cc3ccccc3)C(=O)[C@@]2(C)[C@H]1c1ccccc1
  A = 10	B = 5	C = 8	D = -8	E = 12	F = 22	G = 19	H = 9	I = -4	J = 21	K = -23

CCN1CCN(C(=O)c2nn(-c3ccc(OC)cc3)c(=O)c3c2c2ccccc2n3C)CC1
  A = -4	B = 8	C = 15	D = -13	E = 81	F = 5	G = -8	H = -5	I = 14	J = -6	K = 7

CCc1ccc(/C=C2\SC(=S)N(CCCC(=O)NCCCN3CCOCC3)C2=O)cc1
  A = 36	B = 49	C = 45	D = 84*	E = 77	F = 18	G = 75*	H = 10	I = -8	J = -27	K = 36

COc1ccc(N2C(=O)CC(Nc3cccc(C(C)=O)c3)C2=O)cc1OC (stereo not given)
  A = -8	B = -14	C = 13	D = -5	E = -4	F = 20	G = -8	H = 11	I = -4	J = 1	K = -24

O=C(O)CN1C(=O)C2(OCCO2)c2cc(Br)ccc21
  A = 4	B = -4	C = 8	D = 3	E = 12	F = -3	G = -18	H = 8	I = 4	J = -18	K = -7

CCc1cccc(NC(=O)C2CCCN2S(=O)(=O)c2cccc3cccnc23)c1 (stereo not given)
  A = 10	B = 7	C = -1	D = 19	E = 18	F = -18	G = 20	H = 6	I = -6	J = -22	K = 6

COC(=O)c1c(C)nc(C)c2c(=O)oc3ccccc3c12
  A = 4	B = -3	C = 9	D = 3	E = -25	F = -69	G = -5	H = 15	I = -4	J = -4	K = 6

O=C1N(c2ccccc2C(F)(F)F)O[C@@]1(c1ccccc1)C1CCCCC1
  A = 9	B = 16	C = 10	D = 6	E = -7	F = -6	G = -1	H = 65*	I = -15	J = 11	K = 17

CC(c1nnc(SCn2nnc3ccccc3c2=O)n1-c1ccc(Cl)cc1)N(C)C (stereo not given)
  A = -5	B = 5	C = 12	D = -7	E = -5	F = -5	G = -12	H = 10	I = 8	J = -4	K = 7

Cc1ccc(C(=O)NCC(=O)N2CCCC(C(F)(F)F)C2)s1 (stereo not given)
  A = -3	B = -19	C = 1	D = -9	E = -17	F = -15	G = -6	H = 11	I = 5	J = -4	K = -32

Cc1ccc(C(=O)NNC(=O)c2cc3cc4ccccc4nc3s2)cc1
  A = -8	B = -15	C = 3	D = 6	E = -14	F = 30	G = 7	H = 0	I = -5	J = -37	K = -1

O=C(c1cnn2c(C(F)(F)F)cc(-c3ccccc3)nc12)N1CCCc2ccccc21
  A = 13	B = 5	C = -16	D = 10	E = -11	F = -7	G = -1	H = 1	I = 16	J = -26	K = -13

COc1ccccc1NC(=O)/C(C#N)=C/c1c(C)nn(-c2ccc(F)cc2)c1Cl
  A = 5	B = -11	C = 13	D = 16	E = -3	F = 1	G = 17	H = 18	I = -22	J = -35	K = 18

Clc1ccc(CN2CCCCCC2)cc1
  A = -6	B = -4	C = -14	D = 8	E = 5	F = 4	G = 0	H = 6	I = 3	J = -3	K = 5

Cc1ccc(C(C(=O)NCc2ccc(F)cc2)N(C(=O)c2csnn2)C2CC2)cc1 (stereo not given)
  A = -1	B = -7	C = 19	D = -10	E = 1	F = -2	G = -12	H = 11	I = -5	J = 10	K = 8

CCOC(=O)c1c(C)nc(C)c(C(=O)OCC)c1-c1cccc([N+](=O)[O-])c1
  A = -10	B = -38	C = 0	D = 7	E = 3	F = -23	G = -3	H = -2	I = 3	J = 7	K = -15

CC(C)(C)c1ccc(S(=O)(=O)N2CCCC2C(=O)NC2=NCCS2)cc1 (stereo not given)
  A = 1	B = -3	C = -31	D = 12	E = 5	F = 1	G = 5	H = 13	I = 1	J = -12	K = 6

O=C(Nc1ccccc1)N1C(=O)C2(OCCO2)c2ccccc21
  A = 4	B = -21	C = 3	D = 20	E = -11	F = -26	G = 2	H = 4	I = -2	J = 7	K = 6

COc1ccc(-c2coc3cc(OC4OC(CO)C(O)C(O)C4O)ccc3c2=O)cc1 (stereo not given)
  A = -20	B = -88	C = -104	D = -39	E = -75	F = 11	G = 22	H = 0	I = -2	J = 11	K = -151

Cn1c(SCC(=O)c2ccccc2)nc2cccnc21
  A = -8	B = 2	C = -31	D = -6	E = -72	F = -23	G = 1	H = 3	I = -1	J = -4	K = -12

O=c1[nH]c(NCCCO)nc2c1C1(CCCC1)Cc1ccccc1-2
  A = -3	B = 0	C = 17	D = 4	E = -5	F = 0	G = -12	H = -11	I = 9	J = 0	K = 13

CCOC(=O)c1[nH]c2ccccc2c1NC(=O)c1nonc1C
  A = -5	B = 12	C = 20	D = -4	E = -9	F = 11	G = -11	H = -23	I = 9	J = 21	K = -5

Cc1cc(C(=O)NC2CCCN(Cc3ccc(Cl)cc3)C2)n(C)n1 (stereo not given)
  A = -6	B = -5	C = 24	D = 23	E = 6	F = -6	G = -16	H = 23	I = 10	J = -6	K = 26

Cc1cccc(C(C)C)c1NC(=O)COC(=O)CCN1C(=O)C2CC=CCC2C1=O (stereo not given)
  A = 7	B = -25	C = 12	D = 2	E = 20	F = 5	G = 0	H = -10	I = 1	J = -2	K = -15

Cc1ccccc1C(=O)Nc1cc(-c2cc(C(C)(C)C)oc2C)nn1C
  A = 1	B = 6	C = -4	D = 12	E = 5	F = 13	G = -1	H = 25	I = -9	J = 17	K = -7

NS(=O)(=O)c1cccc(NC(=O)C2CC(=O)N(Cc3ccco3)C2)c1 (stereo not given)
  A = -9	B = -1	C = 9	D = -18	E = -4	F = -10	G = -17	H = -5	I = 1	J = -6	K = 0

CCN(CC)S(=O)(=O)c1cc(NC(=O)COC(=O)c2c(C)noc2C)ccc1C
  A = 17	B = -6	C = -7	D = 16	E = 23	F = 0	G = 6	H = 17	I = -14	J = 6	K = 19

CNC(=O)Nc1nnc(C(C)(C)C)s1
  A = 2	B = 10	C = 10	D = -9	E = 4	F = 10	G = 3	H = 4	I = -9	J = 4	K = -5

CC(C)CCN1CCNC(=O)C1CC(=O)NCCCN1CCOCC1 (stereo not given)
  A = 1	B = -34	C = 0	D = -4	E = -4	F = -5	G = -19	H = 6	I = -4	J = -16	K = 13

COc1ccc2cc(-c3[nH]ncc3CN3C[C@@H]4CCC[C@H]3C4)ccc2c1
  A = 5	B = -12	C = 5	D = -6	E = -30	F = -1	G = -3	H = 6	I = -4	J = -7	K = -31

CSc1ccc(Cl)c(C(=O)NNC(=O)c2csc(N3CCOCC3)n2)c1
  A = -4	B = 0	C = -15	D = 15	E = -5	F = -15	G = -3	H = -17	I = 3	J = -5	K = 6

COCCN(C(=S)Nc1ccc(OC)cc1)C1CCN(C(C)=O)CC1
  A = -2	B = 3	C = 9	D = -4	E = 18	F = -10	G = -1	H = 10	I = -3	J = 9	K = 8

Cc1ccc([N+](=O)[O-])c(OCCN2CCNCC2)c1
  A = 6	B = -6	C = 22	D = 4	E = -2	F = 10	G = -5	H = 5	I = 10	J = 6	K = -5

CCOC(=O)C1=C(C)N(C)C(=O)NC1c1cc2c(cc1[N+](=O)[O-])OCO2 (stereo not given)
  A = 5	B = 5	C = 1	D = 16	E = 9	F = 2	G = -3	H = -11	I = -5	J = 0	K = 17

CC1(C)CC(=O)C2(CC3=C(CC(C)(C)CC3=O)O2)C(=O)C1
  A = -7	B = 4	C = 9	D = -9	E = 4	F = 34	G = -4	H = -6	I = -4	J = 11	K = 2

Cc1onc(-c2c(F)cccc2Cl)c1C(=O)N1C=CC(C(F)(F)F)=NCC1
  A = 0	B = 14	C = 29	D = 5	E = -17	F = 22	G = 0	H = 16	I = 12	J = -3	K = 21

# Four of the compounds above, with each value named.
Cn1c(SCC(=O)c2ccccc2)nc2cccnc21
  LMP1 NFkB inh: -8; SRC1 inh: 2; SRC3 inh: -31; NR2F2 inh: -6; Shn3 inh set2: -72; TROY signal inh: -23; TRAIL sens C8: 1; CF NFkB inh: 3; KKLEB cytotox: -1; TWEAK Fn14 block: -4; LRH-1 inv ag: -12

Clc1ccc(CN2CCCCCC2)cc1
  LMP1 NFkB inh: -6; SRC1 inh: -4; SRC3 inh: -14; NR2F2 inh: 8; Shn3 inh set2: 5; TROY signal inh: 4; TRAIL sens C8: 0; CF NFkB inh: 6; KKLEB cytotox: 3; TWEAK Fn14 block: -3; LRH-1 inv ag: 5

CC(=O)Nc1cc(-c2ccc(C(=O)N3CCOCC3)cc2)cn2c(-c3ccc(C(C)=O)cc3)cnc12
  LMP1 NFkB inh: /; SRC1 inh: -9; SRC3 inh: -21; NR2F2 inh: 6; Shn3 inh set2: 13; TROY signal inh: 11; TRAIL sens C8: 18; CF NFkB inh: -2; KKLEB cytotox: 15; TWEAK Fn14 block: 8; LRH-1 inv ag: 20

Cc1cccc(C(C)C)c1NC(=O)COC(=O)CCN1C(=O)C2CC=CCC2C1=O (stereo not given)
  LMP1 NFkB inh: 7; SRC1 inh: -25; SRC3 inh: 12; NR2F2 inh: 2; Shn3 inh set2: 20; TROY signal inh: 5; TRAIL sens C8: 0; CF NFkB inh: -10; KKLEB cytotox: 1; TWEAK Fn14 block: -2; LRH-1 inv ag: -15

# Screening results from PubChem.

# This is a subset. The share of hits here may be higher or lower than overall.
